Assay outcomes (PubChem)
PolyA inhibitor: yeast polyadenylation inhibition | 0.02% of 300,000 active | S. cerevisiae SKY197-pL101 polyadenylation reporter, beta-gal luminescence; efflux-impaired pdr1/pdr3 knockout yeast; score 100 = 6 SD above DMSO | calls only at 12 µM;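 active = lowest replicate activity score at least 50, where 100 means six control SD above control mean; inconclusive = lowest score under 50 but half or more replicates reach 50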;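 note: yeast exposed to compound for 9 h at 30 °C; higher score means more reporter readthrough which indicates perturbed polyadenylation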
AI-2 QS mod: modulators of Vibrio harveyi AI-2 quorum sensing system | Vibrio harveyi JMH597 AI-2 luminescence/OD600 ratio, 9 h; stronger effect = lower value; strain lacks LuxN and CqsS sensors; 0 = neutral-control median | activity change, % at 7.5 µM | 0.4% of 300,000 active; in the data active = activity change below about -75%, passing the limit was not always enough; inconclusive = no clear call, values can overlap the other calls;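 note: luminescence divided by OD600 gain over 9 h not by final OD600 alone; inactives centre near 13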
Platelet DG rel: modulates dense granule release in human platelets. 0.22% of 300,000 active. inhibition, %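 (compounds screened at 7.5 µM in platelet-rich plasma)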. human platelet-rich plasma, SFLLRN dense granule ATP release, luminescence;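 active = mean replicate score, as percent of positive control, at or above 50; inconclusive = mean below 50 but at least one replicate at or above 50; inactive = mean and every replicate below 50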
HDAC3 inhib: blocks human histone deacetylase 3. AID 2718. inhibition, % at 8.3 µM. O15379. recombinant HDAC3, fluorogenic peptide/trypsin coupled, fluorescence. 0.15% of 320,000 active; in the data active = inhibition above about 26%, passing the limit was not always enough; inconclusive = no clear call, values can overlap the other calls
Target sequence (O15379 whole entry, looked up): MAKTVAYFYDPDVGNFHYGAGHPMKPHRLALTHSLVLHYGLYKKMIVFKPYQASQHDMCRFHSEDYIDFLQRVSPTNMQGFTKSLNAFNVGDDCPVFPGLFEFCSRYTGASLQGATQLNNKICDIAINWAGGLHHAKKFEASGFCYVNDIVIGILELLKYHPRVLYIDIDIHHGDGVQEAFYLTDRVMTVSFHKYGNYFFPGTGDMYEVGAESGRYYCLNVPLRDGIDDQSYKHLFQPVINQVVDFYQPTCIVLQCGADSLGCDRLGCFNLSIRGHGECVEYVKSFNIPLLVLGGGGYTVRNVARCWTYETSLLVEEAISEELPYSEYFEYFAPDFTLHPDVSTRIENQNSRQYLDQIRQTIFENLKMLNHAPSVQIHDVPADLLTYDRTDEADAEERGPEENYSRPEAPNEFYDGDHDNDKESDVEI
HSP90 refold inh: blocks HSP90-mediated luciferase refolding in reticulocyte lysate; inhibition, % at 5.6 µM; Rabbit reticulocyte lysate, luciferase refolding luminescence, 3 h; AID 1789; 0.91% of 290,000 active;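 active = inhibition above the screen-wide mean plus 3 SD, computed separately per campaign, cut at about 16% in these data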;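 note: 0% = DMSO wells and 100% = 60 µM geldanamycin wells; inhibitors lower the luminescence because luciferase stays unfolded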
HSF1 inhib: HSF1 inhibition. NIH3T3-HGL HSE-luciferase, MG132-induced, luminescence 8 h; stronger effect = lower value. activity change, negative = inhibition, % at 7.5 µM (by protocol). 0.77% of 300,000 active. AID 2098;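 active = more than half of replicate wells show activity change below -50%, luminescence cut by over half; inconclusive = some wells, but at most half, below -50%; inactive = no replicate well below -50%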;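 note: luciferase reports HSF-1 transcriptional activity via heat shock element; 0% = median of DMSO wells and -100% = zero luminescence signal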
GSK3A inh: inhibitors of human GSK-3 alpha kinase. P49840. ADP-Glo luminescence, 60 min. inhibition, % at 10 µM. 0.1% of 320,000 active. AID 2650;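 in the data active = inhibition above about 50%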;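 note: GST-tagged GSK-3 alpha with peptide substrate and 25 µM ATP; 0% = DMSO neutral wells and 100% = GW8510 positive control wells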
Target sequence (P49840 whole entry, looked up): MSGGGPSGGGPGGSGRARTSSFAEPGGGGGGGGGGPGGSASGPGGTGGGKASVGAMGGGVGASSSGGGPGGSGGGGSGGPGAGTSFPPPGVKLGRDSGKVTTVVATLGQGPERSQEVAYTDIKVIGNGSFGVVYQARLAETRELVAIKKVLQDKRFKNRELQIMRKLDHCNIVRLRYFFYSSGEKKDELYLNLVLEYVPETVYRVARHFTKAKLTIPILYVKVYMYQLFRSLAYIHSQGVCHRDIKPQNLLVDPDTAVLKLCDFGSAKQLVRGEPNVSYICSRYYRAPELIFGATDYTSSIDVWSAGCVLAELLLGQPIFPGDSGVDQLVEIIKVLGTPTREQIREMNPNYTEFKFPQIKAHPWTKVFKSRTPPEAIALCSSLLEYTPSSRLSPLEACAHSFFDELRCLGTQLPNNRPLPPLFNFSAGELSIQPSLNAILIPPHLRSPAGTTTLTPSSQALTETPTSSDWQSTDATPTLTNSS
Dyrk1A ADPGlo: blocks rat Dyrk1A kinase activity; inhibition, % at 12.5 µM; 0.43% of 310,000 active; AID 504441; ADP-Glo luminescence, NFATc1 peptide; Q63470; in the data active = inhibition above about 50%;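 note: plate controls were vehicle with enzyme for no effect and no enzyme for full effect; many of its hits are not listed in these tables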
HSF1 activator: increases HSF-1 driven luciferase reporter signal | NIH3T3-HGL HSF-1 luciferase reporter, MG132, 8 h; 100% = twice DMSO control signal | activation, % at 9 µM | 1.7% of 300,000 active;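 active = mean replicate activation of at least 50% with a set share of replicates each reaching 50%; inconclusive = only one of those two conditions met; inactive = mean below 50% and too few replicates reaching it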;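 note: 0% = median of the neutral control wells and 100% = twice that signal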
GSK3beta inhib: blocks human GSK3beta kinase activity. P49841. GST-GSK3beta kinase, ADP-Glo luminescence, 60 min; stronger effect = lower value. activity score (negative = inhibition), % at 10 µM. 0.038% of 300,000 active. AID 2097;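 active = more than half of replicate wells score below -50%, meaning over 50% inhibition versus plate controls; inconclusive = some replicates but at most half score below -50%; inactive = no replicate scores below -50%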;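 note: 0% = median DMSO wells and -100% = median GW8510 positive control wells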
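Assay system: GST-fused GSK3beta enzyme, cell-free / Medium: Tris pH 7.5 buffer with MgCl2, DTT, BSA, heparin / Also added: peptide substrate plus 25 µM ATP (final) / Compound: 10 µM single point / Timing: kinase reaction with compound 60 min at room temperature / Detection: ADP-Glo luminescence / Benchmarks: DMSO neutral wells and GW8510 at 20 µM as positive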
An asterisk follows results filed as active; i = inactive; ? = inconclusive; · = no result given.

SMILES | PolyA inhibitor | AI-2 QS mod | Platelet DG rel | HDAC3 inhib | HSP90 refold inh | HSF1 inhib | GSK3A inh | Dyrk1A ADPGlo | HSF1 activator | GSK3beta inhib
CCCCN(C(=O)CSCC(=O)Nc1cccc(C)c1)c1c(N)n(Cc2ccccc2)c(=O)[nH]c1=O | i | 13 | -1 | 6 | · | 7 | -5 | · | 18 | -2
Cc1cc(C(=O)Nc2cccnc2)no1 | i | 22 | 0 | -3 | 1 | -10 | -3 | -3 | -21 | -2
CCN(CC)c1ccc(/C=N/NC(=O)CC(C)C)cc1 | i | -28 | -20 | -4 | 1 | -5 | -2 | · | -13 | 23
COc1ccccc1C1CC(c2ccc(Cl)cc2Cl)Nc2nc(N)nn21 (centres undefined) | i | 4 | -3 | 9 | -1 | -6 | -4 | 13 | 8 | 0
CCCCCc1ccc(CC(=O)Nn2c(C)nc3ccccc3c2=O)cc1 | i | 22 | 1 | 1 | 0 | -7 | -3 | 5 | 5 | 0
Cc1ccc(C)c(NS(=O)(=O)c2c(C)ccc3nsnc23)c1 | i | 23 | 0 | -5 | 0 | 1 | 1 | 3 | -6 | 1
O=C(Nc1nncs1)c1cc(-c2ccncc2)nc2ccc(Cl)cc12 | i | 12 | -2 | -5 | 2 | -1 | 0 | -1 | 5 | 0
Cc1cc(C)cc(NC(=O)COC(=O)CCCC2=NS(=O)(=O)c3ccccc3N2)c1 | i | 10 | -1 | 5 | 1 | -2 | -2 | 22 | 5 | 2
C[N+](C)(C)CCOc1ccc([N+](=O)[O-])cc1 | i | 10 | 1 | 1 | -1 | -3 | -1 | 2 | 7 | 1
COC(=O)CC(N)c1ccc(Br)cc1 (centres undefined) | i | 10 | -14 | -2 | 4 | -6 | 0 | -1 | 2 | 3
Cc1cc(NC(=O)CN(C)CCOc2ccccc2)ccc1Br | i | 14 | 0 | 4 | 5 | -4 | -4 | · | 13 | 3
Cc1c(OC(C(=O)O)c2ccccc2)ccc2c3c(c(=O)oc12)CCC3 (centres undefined) | i | 17 | 3 | · | 1 | -8 | · | -5 | -11 | 4
CC(C(=O)Nc1ccc(Cl)cc1)N1C(=O)NC2(CCCC2)C1=O (centres undefined) | i | 5 | 3 | 0 | 1 | -5 | -1 | -10 | -7 | 1
COc1cccc(CNC(=O)CCCNC(=O)c2ccc(Cl)cc2)c1 | i | -3 | -16 | -1 | 0 | -1 | 1 | 1 | 22 | -2
CCOc1ccc2nc(SCC(=O)NCc3ccccc3OC)[nH]c2c1 | i | 14 | -2 | 3 | 0 | 1 | -3 | 14 | 19 | 2
CSc1ccc(Cl)c(C(=O)NCCOc2cc(C)ccc2C(C)C)c1 | i | 11 | 5 | -3 | 1 | 6 | 5 | -2 | 4 | 2
O=C(CNC1CCCCC1)N1CCc2ccccc2C1 | i | 23 | -5 | -8 | 0 | -4 | 16 | -7 | 1 | 0
N#CC1=C(SCc2ccccc2)NC(=O)CC1c1ccc(O)cc1 (centres undefined) | i | 4 | -6 | 3 | 5 | 13 | 5 | 9 | 19 | 1
COc1ccccc1CC1CC(=O)N(c2ccccc2)C1=O (centres undefined) | i | 17 | -2 | 3 | 0 | 1 | -2 | 1 | -6 | 2
CCn1c(SCC(=O)N2CCCC2)nc2ccccc2c1=O | i | 17 | 3 | -6 | 3 | -8 | 1 | 7 | -6 | -2
COc1ccc(N(C)C(=O)c2ccc3c(Cl)c4c(nc3c2)CCCC4)c(OC)c1 | i | 3 | -10 | 6 | 9 | 64 | 0 | -3 | ? | 1
Cn1c(C(=O)NCC2CCCO2)cc2c(=O)[nH]c3ccccc3c21 (centres undefined) | i | 28 | 3 | 5 | 1 | -3 | 2 | 48 | -3 | 0
O=C(Nc1cccc(S(=O)(=O)N2CCCC2)c1)c1ccccc1OC(F)F | i | 0 | 3 | 3 | -5 | 1 | -3 | 2 | 12 | 1
COc1cccc(NC(=O)N2CCCC2C(=O)NC2CCCCC2)c1 (centres undefined) | i | · | 1 | -3 | 1 | 3 | 0 | -5 | 18 | ·
CCOc1ccccc1OCCCCN1CCCC1 | i | 25 | 9 | -4 | 0 | -20 | 3 | 12 | -36 | 0
Cc1cc(/C=C(\C#N)C(=O)O)c(C)n1CC(C)C | · | 21 | 1 | 4 | -2 | -4 | -1 | 2 | 12 | 1
CCOC(=O)c1sc(NC(=O)CCN2CCN(CC)CC2)c(C(=O)OCC)c1C | i | 12 | -3 | 0 | -3 | -8 | 6 | -2 | 2 | -3
CCOc1ccc(C(=O)NCC(=O)OC2CCOC2=O)cc1OCC (centres undefined) | i | 20 | 0 | -4 | 1 | -7 | 0 | 6 | -1 | 2
O=S(=O)(c1ccccc1)c1nc(-c2ccccc2)oc1N1CCCC1 | i | 15 | -12 | 0 | 1 | -1 | -1 | · | -13 | 5
OC(COc1ccc2ccccc2c1)Cn1cncn1 (centres undefined) | i | 1 | -2 | -5 | 2 | -2 | 3 | -3 | 3 | -3
CCOC(=O)c1cc(NC(=O)Nc2ccccc2OC)c(C)nc1C | i | 16 | 1 | 1 | 4 | -4 | 2 | -1 | 10 | -2
Cc1ccc(NC(=O)C(=O)c2c(-c3ccccc3)cc3ccccn23)cc1S(=O)(=O)N1CCOCC1 | i | 20 | -1 | 0 | 2 | 7 | -1 | 2 | 3 | 2
O=C(NCCSCc1ccco1)Nc1cc(Cl)cc(Cl)c1 | i | 33 | 20 | 1 | -1 | 7 | -2 | -1 | 33 | -2
CC(=O)SCC(Cc1ccccc1)C(=O)NCC(=O)OCc1ccccc1 (centres undefined) | i | 1 | -5 | 4 | -3 | 4 | 0 | · | -11 | 0
CCOc1ccc(/C(CCC(=O)O)=N/NC(=S)NC(C)C)cc1 | i | 21 | -4 | 6 | 3 | 10 | -1 | 4 | 15 | 4
CC(C)=N/N=C(\c1cccc([N+](=O)[O-])c1)C12CN3CN(CN(C3)C1)C2 | i | 23 | -9 | 1 | 2 | -1 | -2 | 3 | 0 | -1
O=C(Nc1ncn[nH]1)c1cc([N+](=O)[O-])ccc1Cl | · | 4 | -7 | -4 | 3 | -8 | -2 | -3 | -17 | 0
C=CCNS(=O)(=O)c1ccc2c(c1)n(C)c(=O)n2C | i | -4 | -4 | -7 | -2 | 1 | 1 | -5 | -6 | 0
O=C(NCCN1CCOCC1)c1cc(-c2ccc(Br)cc2)on1 | i | 8 | 1 | -1 | -5 | -4 | -3 | 4 | 3 | 4
O=C(OCC(=O)N1CCN(C(=O)c2ccco2)CC1)c1ccccc1OCc1ccccc1 | i | 10 | 3 | 5 | -1 | · | -5 | 1 | · | -2
O=C(NC1CC2CCCC(C1)N2C(=S)Nc1ccc(Cl)cc1)C1CC1 (centres undefined) | i | 10 | 13 | 0 | 0 | -3 | -1 | -2 | 8 | 1
CC12CCCCC1N(O)C(=O)C(=O)N2O (centres undefined) | i | 22 | 7 | -7 | 1 | 4 | -1 | -4 | -4 | -3
Cc1cccc(C)c1NC(=O)c1ccc(CN2CCc3ccccc3C2)cc1 | i | 33 | -1 | -11 | 3 | -3 | -4 | 4 | 1 | -3
Cc1ccc(NC2CCCN(C(=O)CN3C(=O)c4ccccc4C3=O)C2)cc1C (centres undefined) | i | -33 | -6 | 4 | -6 | 15 | 0 | -8 | 22 | 1
CC1=C(C(=O)N(C)C)C(c2ccc(C)s2)NC(=S)N1 (centres undefined) | i | 4 | -4 | 1 | 1 | -5 | 1 | 1 | 0 | -1
COc1ccccc1NC(=S)Nc1ccccn1 | i | 30 | 0 | 3 | 5 | 11 | 0 | -3 | 38 | -1
CCOC(=O)c1ccc(NS(=O)(=O)c2ccc3c(c2)oc(=O)n3C)cc1 | i | 54 | -8 | 3 | 2 | 1 | -5 | 4 | 3 | 3
O=C(Cc1cccc2ccccc12)N/N=C/c1ccncc1 | i | 28 | -1 | -11 | 0 | -7 | 0 | · | 13 | -1
O=C(COc1ccccc1)Nc1cccc(-c2cn3cccnc3n2)c1 | i | 24 | 12 | -187 | -4 | -2 | 2 | 54* | -15 | 1
O=C(Cn1c(=O)oc2ccccc21)N1CCCC1 | i | 1 | 4 | -1 | 2 | -2 | 0 | -3 | -6 | 0
CCCNC(=O)NC(=O)CN1CCCC1c1ccc2c(c1)OCCO2 (centres undefined) | i | 6 | -8 | 0 | 1 | -4 | -1 | 2 | 2 | 2
O=C(COc1ccccc1[N+](=O)[O-])Nc1ccc(N2CCN(C(=O)c3cccs3)CC2)cc1 | i | 34 | 1 | 3 | -3 | 7 | -1 | · | 2 | -1
NC(=O)C(=O)N/N=C/c1cccc(C(F)(F)F)c1 | i | -6 | -6 | 1 | 0 | 2 | -1 | · | -4 | -2
COCCN(Cc1cc2c(C)cc(C)cc2nc1Cl)C(=O)c1ccccc1F | i | 12 | -22 | 2 | -4 | -7 | -1 | -4 | 5 | 1
Cc1cc(NC(=O)CN2CCOCC2)n(-c2ccccc2)n1 | i | -12 | 6 | 1 | -1 | -5 | -3 | 1 | 19 | -6
CC1=C(C)CC(C(=O)Nc2nc(-c3ccc(C)cc3C)c(C)s2)C(C(=O)O)C1 (centres undefined) | i | 10 | 1 | 4 | -2 | 3 | -4 | -1 | 11 | 8
O=C(NCCN1CCCC1)c1ccccc1Cl | i | 24 | -4 | 3 | 7 | -2 | -1 | 2 | 13 | 1
COc1ccc(/C=C2\SC(=O)NC2=S)cc1OC | i | 7 | -4 | · | -5 | 1 | · | 58* | 12 | 0
COC(=O)C(C)NC(=O)c1cn(-c2ccccc2OC)c(=O)c2ccccc12 (centres undefined) | i | 25 | 6 | -3 | -8 | 3 | 2 | 1 | 6 | -6
CCc1ccc(N2C(=O)CC(N3CCN(Cc4ccc5c(c4)OCO5)CC3)C2=O)cc1 (centres undefined) | i | 40 | 5 | -4 | 0 | -4 | 1 | 0 | 3 | 2
OCCCNc1nc(-c2ccc(Cl)cc2)nnc1-c1ccc(Br)cc1 | i | 27 | 8 | -7 | 7 | 8 | 1 | -3 | 10 | 0
O=C(Nc1ccc(-n2cnnn2)cc1)C1CCC1 | i | 12 | -5 | -4 | 2 | -7 | 0 | 1 | -1 | 5

Another view of some results above.
> Cn1c(C(=O)NCC2CCCO2)cc2c(=O)[nH]c3ccccc3c21 (centres undefined)
  PolyA inhibitor: i | AI-2 QS mod: 28 | Platelet DG rel: 3 | HDAC3 inhib: 5 | HSP90 refold inh: 1 | HSF1 inhib: -3 | GSK3A inh: 2 | Dyrk1A ADPGlo: 48 | HSF1 activator: -3 | GSK3beta inhib: 0

> O=C(NCCN1CCCC1)c1ccccc1Cl
  PolyA inhibitor: i | AI-2 QS mod: 24 | Platelet DG rel: -4 | HDAC3 inhib: 3 | HSP90 refold inh: 7 | HSF1 inhib: -2 | GSK3A inh: -1 | Dyrk1A ADPGlo: 2 | HSF1 activator: 13 | GSK3beta inhib: 1

The list is partial, so the mix of outcomes need not match the whole.
